# FUS suppressor: FUS proteinopathy suppression in yeast | S. cerevisiae FUS-expressing, growth rescue, OD600, 24 h | Potency, µM (titrated, usually from 76.6 µM), inactives show at the highest dose growth rescue (activation), most hits filed as activators | hit rate 0.24% among 390,000 | AID 1347120;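 further: potency means the concentration at half of the fitted maximal effect; plate controls were DMSO vehicle for no effect and reference control for full effect; nearly all actives have a fitted effect of over 55% in size; some results filed as inactive show a strong effect at the top dose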
#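 Compound concentration series was pinned onto galactose-induced FUS-expressing yeast seeded at OD 0.005. Plates sat 24hr at 30C; absorbance at 600 nm gave growth. DMSO served as background control.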
# PLK1 PBD inh: PLK1 (human) polo-box domain binding inhibition; hit rate 2.8% among 360,000; Potency, µM, for the others: max response, negative = inhibition, actives largely listed as inhibitors; P53350; Plk1 PBD binding of FITC phosphopeptide, fluorescence polarization; AID 720504; further: potency means the concentration at half of the fitted maximal effect; series mostly up to about 57 µM; on the % scale 0 is the no-effect control and ±100 the full control effect; nearly all actives have a fitted effect of over 65% in size
# Target sequence (P53350 whole entry, looked up, the tested form may be a part): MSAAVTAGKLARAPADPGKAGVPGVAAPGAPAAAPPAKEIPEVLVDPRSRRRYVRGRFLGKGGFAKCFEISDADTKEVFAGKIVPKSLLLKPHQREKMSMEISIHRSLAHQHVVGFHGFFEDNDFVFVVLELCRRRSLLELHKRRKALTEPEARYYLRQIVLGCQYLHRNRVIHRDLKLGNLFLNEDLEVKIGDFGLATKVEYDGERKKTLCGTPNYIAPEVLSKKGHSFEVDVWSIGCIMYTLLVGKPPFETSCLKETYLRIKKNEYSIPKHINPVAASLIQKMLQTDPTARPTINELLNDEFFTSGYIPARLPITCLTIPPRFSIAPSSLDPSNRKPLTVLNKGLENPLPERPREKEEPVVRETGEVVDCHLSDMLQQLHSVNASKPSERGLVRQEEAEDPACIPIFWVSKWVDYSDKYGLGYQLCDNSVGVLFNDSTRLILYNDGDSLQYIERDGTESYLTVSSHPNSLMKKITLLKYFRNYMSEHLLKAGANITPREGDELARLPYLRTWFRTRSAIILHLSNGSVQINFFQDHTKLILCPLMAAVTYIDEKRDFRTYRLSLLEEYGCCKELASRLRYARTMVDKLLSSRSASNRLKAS
# IL-2 act: activators of IL-2; hit rate 0.065% among 360,000; IL-2 activation reporter assay, cell-based qHTS; stimulated with anti-CD3/CD4/CD28 beads; in transgenic mouse T cells; activation, % (series mostly up to about 46 µM); AID 652025; in the data active means activation above about 50%; inconclusive means mostly about 30% to 49%; further: 0% is about no effect
#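 Screening format: compound pinned onto unstimulated transgenic mouse T cells, 60 min incubation, then anti-CD3/anti-CD4/anti-CD28 bead stimulation for 18 hours at 37 degrees C, followed by EGFP and DsRed detection.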
# EPAC1 antag: EPAC1 (human) antagonism | EPAC1 GEF assay, Rap1b-BODIPY-GDP exchange fluorescence | hit rate 0.14% among 360,000 | Potency, µM (doses to about 115 µM), for inactives: top-dose activity change, negative = inhibition, usual class: inhibitors;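 further: potency means the concentration at half of the fitted maximal effect; plate controls were vehicle for no effect and positive control for full effect; nearly all actives have a fitted effect of over 50% in size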
# Abeta yeast res: compounds reversing amyloid beta toxicity in yeast | yeast expressing A-beta42, growth rescue, OD600, 48 h; response scale: 0% DMSO, 100% iron-clioquinol control | Potency, µM (doses to about 46.1 µM), for inactives: at the highest dose growth rescue, most hits filed as activators | hit rate 0.063% among 410,000; further: potency means the concentration at half of the fitted maximal effect; nearly all actives have a fitted effect of over 55% in size
#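 Growth rescue measured by 600 nm absorbance after 48 h yeast culture at 30 C with compound. Values normalized between DMSO and an equimolar ferric chloride plus clioquinol control.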
# PI5P4K alpha inh: PI5P4K alpha (human) kinase inhibition; hit rate 1.2% among 330,000; max response, %; AID 652105; PI5P4Kalpha enzyme, ADP-Glo luminescence, 60 min; active compounds read low; P48426; active means max response of -50% or lower; inconclusive means between -30% and -50%; inactive means -30% or higher; further: value at the top dose of about 77 µM; on the % scale 0 is the no-effect control and ±100 the full control effect
# Target sequence (P48426 whole entry, looked up): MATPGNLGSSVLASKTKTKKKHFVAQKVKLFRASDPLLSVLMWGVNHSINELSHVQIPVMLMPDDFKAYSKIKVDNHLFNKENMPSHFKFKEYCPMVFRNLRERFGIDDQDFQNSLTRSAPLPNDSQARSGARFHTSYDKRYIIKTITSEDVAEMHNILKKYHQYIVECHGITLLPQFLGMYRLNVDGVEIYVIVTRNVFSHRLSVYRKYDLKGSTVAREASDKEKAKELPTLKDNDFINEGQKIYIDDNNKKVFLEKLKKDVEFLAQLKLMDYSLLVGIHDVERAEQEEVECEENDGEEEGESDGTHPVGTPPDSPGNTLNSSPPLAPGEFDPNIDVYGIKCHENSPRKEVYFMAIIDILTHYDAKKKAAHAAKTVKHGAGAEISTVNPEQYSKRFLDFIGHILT
#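 ADP-Glo luminescence end-point after a 60 min room-temperature kinase reaction. PI5P4Kalpha and substrate in HEPES pH 7.4 buffer with EGTA, 0.1% CHAPS and 5% DMSO; ATP at 5 microM final.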
# WRN inhibitor: blocks human WRN helicase; hit rate 0.46% among 360,000; WRN helicase unwinding, fluorescent forked duplex, kinetic; Potency, µM (doses to about 114 µM), for the others: at the highest dose activity change, negative = inhibition, most hits filed as inhibitors; AID 651768; further: potency means the concentration at half of the fitted maximal effect; on the % scale 0 is the no-effect control and ±100 the full control effect; nearly all actives have a fitted effect of over 55% in size
#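 Fluorescence dequenching readout, ex 525 nm/em 598 nm, kinetic mode: forked duplex DNA (100 nM final) with adjacent fluorophore and quencher unwound by WRN (20 nM final) with 2 mM ATP. Compound preincubation 15 min, room temperature.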
# EPAC1 ag: activates human EPAC1 exchange factor; hit rate 0.073% among 360,000; AID 720707; Potency, µM (series often up to 154 µM), inactives show at the highest dose activation, usual class: activators; O95398; EPAC1 agonist qHTS, biochemical assay; response scale: 100% = response to 6.5 mM cAMP; further: potency means the concentration at half of the fitted maximal effect; nearly all actives have a fitted effect of over 60% in size
#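 EPAC1 100 nM, Rap1B–BODIPY-GDP 250 nM, unlabeled GDP 50 uM; compound titration; 5 min RT; kinetic read ex480/em540 at 5-min intervals ×30 min; data normalized to 6.5 mM cAMP agonist control.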
# An asterisk follows results filed as active; ? = inconclusive; . = not tested or not shown; [ ] = another dose, or the depositor's remark. Unless noted, the call rests on the fitted dose curve; in most records, active means well fitted curve in the direction sought with a large enough effect; inconclusive means small, poorly fitted or top-dose-only effect, or another doubt; inactive means no such curve, though single readings can be large; an effect the other way counts as inactive or inconclusive. No enrichment for hits; any-hit rate near 4.1%.
canonical_smiles	FUS suppressor	PLK1 PBD inh	IL-2 act	EPAC1 antag	Abeta yeast res	PI5P4K alpha inh	WRN inhibitor	EPAC1 ag
CCOCCn1c(=O)c2c(nc3n2CC(C)CN3CCc2ccccc2)n(C)c1=O (stereo unspecified)	29%	-4%	-2.3	18%	-21%	5	3%	-2%
COc1ccccc1S(=O)(=O)Cc1ccc(C(=O)NCc2cccnc2)o1	19%	-8%	-4.0	-5%	-10%	-5	-1%	-10%
O=C(CCC1CCCN(C(=O)c2ccc3c(c2)OCO3)C1)N1CCN(c2ccccn2)CC1 (stereo unspecified)	7%	-15%	-1.0	11%	5%	-6	1%	2%
CN(C)CCCOc1ccc2c(c1)Sc1ccccc1CC2=O	.	-17%	-3.9	-3%	2%	-3	7%	3%
Cn1c(N)nc(N)c(NC=O)c1=O	-17%	-2%	3.2	1%	-3%	0	1%[57.1 µM]	2%
COC(=O)c1cc(C(=O)OCC(=O)Nc2ccccc2OC(F)F)cc([N+](=O)[O-])c1	14%	-3%	-3.1	-15%	7%	-4	-9%	-7%
C=C(C)C(=O)Nc1cccc(C2=NOC3(C2)C[C@@H](C(N)=O)N(C(=O)c2ccc(OC)cc2)C3)c1 (stereo partly specified)	16%	9.5µM*	-0.4	-28%	0%	?	?	20%
N#Cc1ccccc1COC(=O)c1cccc(S(=O)(=O)N2CCCC2)c1	7%	-3%	0.4	-10%	-6%	-3	0%	11%
Cc1cc(C)cc(-n2c(=O)c3ccccc3n(CC(=O)NCC3CCCO3)c2=O)c1 (stereo unspecified)	-28%	-9%	0.3	-13%	-10%	0	-2%[57.1 µM]	2%
Cc1cc(C)nc(SCC2COc3ccccc3O2)n1 (stereo unspecified)	0%	-5%	-0.2	-3%	24%	-2	-6%	3%
CN(CC(=O)Nc1cccc2ccccc12)C(=O)c1cccc(S(=O)(=O)N(C)C)c1	10%	-4%	-2.9	?	8%	-2	8%	13%
O=C1Nc2ccccc2C(=O)N(Cc2ccccc2)C1C(=O)NC1CC1 (stereo unspecified)	-3%	-15%	0.4	-2%	-11%	-6	-1%	6%
CC(Oc1ccc(Cl)cc1)C(=O)OCC(=O)Nc1ncc(Cl)cc1Cl (stereo unspecified)	?	-2%	0.5	-13%	?	11	-24%	-1%
CC(C)Oc1ccc(CCc2n[nH]c(=S)n2Cc2ccccc2)cc1	3%	-9%	1.3	-23%	18%	.	-9%	29%
Cc1[nH]c2ccc(C(=O)N3CCCC3)cc2c1C	-6%	-14%	0.7	10%	-5%	0	1%	5%
COc1cc(NC(=O)CSCC(=O)N(C)C2CCCCC2)cc(OC)c1	6%	0%	1.1	14%	5%	-1	-2%	-4%
O=C(CSc1nc2ccccc2o1)Nc1nc2ccc(Br)cc2s1	11%	-24%	1.1	-19%	2%	-12	-2%	-10%
CCC(c1nnnn1C(C)(C)CC)N(CCN1CCOCC1)Cc1cc2cc(C)ccc2[nH]c1=O (stereo unspecified)	.	-3%	0.1	17%	12%	10	-11%	0%
Cc1ccc(N=Nc2c(C)[nH]n(C(N)=S)c2=O)cc1C	4%	-17%	1.7	-9%	-6%	-21	-20%	1%
Oc1ccc(Br)cc1/C=N/Nc1nc(N2CCCCC2)nc(N2CCOCC2)n1	-6%	5%	0.0	14%	-2%	0	-8%	-1%
COc1cccc(NS(=O)(=O)c2ccc3c(c2)N(C(C)=O)CCS3)c1	6%	-6%	-2.4	-20%	-5%	-7	1%	-12%
CN(CC(=O)Nc1cccc(S(=O)(=O)N2CCCC2)c1)CC(=O)Nc1ccc(Cl)c(C(F)(F)F)c1	?	-7%	-5.1	-20%	10%	24	-10%	5%
CCOc1cc(NC(=S)NCCCOC)c(OCC)cc1NC(=O)c1cccs1	.	-8%	-0.4	7%	19%	0	-10%	-15%
Cc1cccc(NC(=O)NCc2ccc3c(c2)cc(C)n3C)c1	30%	-2%	0.8	0%	-15%	-11	-8%	-17%
CC1=C(C(=O)N2CCOCC2)C(c2ccc(C)cc2)NC(=S)N1 (stereo unspecified)	7%	-19%	-2.4	3%	-2%	-4	0%	-6%
Cc1ccc(N2CCN(c3ncccc3[N+](=O)[O-])CC2)c(C)c1	5%	-2%	-5.1	?	8%	19	-6%	-2%
COc1cc(NC(=O)Cn2cnc3c(nc4n3CCCCC4)c2=O)cc(OC)c1OC	6%	-11%	-4.5	6%	3%	-10	2%	-6%
Cc1nc2ccc(-c3nc4cc(N)ccc4o3)cc2[nH]1	41%	-3%	-1.6	4%	-8%	-6	-22%	0%
NC(=O)c1c(NC(NC(=O)c2ccco2)C(=O)c2ccc(Cl)cc2)sc2c1CCCC2 (stereo unspecified)	?	?	-1.6	0%	4%	.	-11%	5%
Cc1cc(=O)oc(C)c1C(=O)N1CCN(C(c2ccccc2)c2ccccc2)CC1	26%	-11%	0.7	8%	-8%	10	-12%	0%
COc1ccccc1NC(=O)CNC(=O)c1ccc([N+](=O)[O-])cc1	-13%	-21%	17	-21%	.	0	-4%	10%
O=C(NCc1nnc(SCC(=O)N2CCN(c3ccccc3)CC2)o1)c1c(F)cccc1F	.	-4%	1.5	-20%	4%	3	-23%	-1%
C=C(C)COc1ccc(-c2nc(N)ncc2-c2ccc(Br)cc2)c(O)c1	34%	1%	-4.3	-3%	1%	1	-4%	1%
O=C(COC(=O)c1ccc(S(=O)(=O)N2CCCC2)cc1)Nc1ccc(Cl)cc1	-11%	1%	-0.8	3%	-1%	-3	-3%	-7%
O=C(NC1CCCCC1)C(c1ccccc1)N1CCCC1 (stereo unspecified)	1%	-2%	-1.1	4%	7%	1	-4%	3%
C[C@@H]1CCC(=O)N(CC[C@H](Sc2ccc(Br)cc2)c2ccccc2)CC1	41%	-24%	0.8	-11%	2%	4	-8%	-15%
CCCCN(C(=O)c1cc(Cl)nc2ccccc12)c1c(N)n(CCC)c(=O)[nH]c1=O	-14%	-4%	-0.7	-13%	-3%	8	-5%	3%
CC(C)(C)C(=O)NC(=S)Nc1ccccc1C(=O)NC1CCCCC1	-9%	-2%	-0.2	-10%	13%	-4	0%	3%
Cc1[nH]n(-c2ccccc2)c(=O)c1C=Nc1ccc(S(=O)(=O)N=C(N)N)cc1	2%	4%	-0.6	?	-6%	6	-6%[11.6 µM]	-7%
CC(C)c1cc(C(=O)N2CCCC(N3CCN(c4ccc(F)cc4)CC3)C2)no1 (stereo unspecified)	-18%	-2%	-3.3	7%	-5%	3	-1%	5%
CN(C)N(C(=O)c1cc(-c2cccs2)nn1-c1ccccc1)C1CCS(=O)(=O)C1 (stereo unspecified)	-18%	-3%	1.5	-8%	4%	-2	-6%	-7%
NC(=O)C1CCN(S(=O)(=O)c2cc3c4c(c2)CCN4C(=O)CC3)CC1	12%	-9%	-3.4	4%	-10%	2	9%	6%
O=C1c2ccccc2C(c2nc3ccccc3[nH]2)N1c1ccccc1 (stereo unspecified)	-29%	3%	-0.2	-5%	-1%	-1	8%	-6%
Clc1ccccc1CSC1=NCCN1	-17%	-1%	-1.9	-5%	7%	-6	-2%	2%
O=C(COc1ccc(Cl)cc1Cl)NC1CCSC1=O (stereo unspecified)	-6%	1%	0.7	5%	22%	202	-5%	7%
Cc1cccc(NC(=O)c2ccc([N+](=O)[O-])s2)c1C	-5%	-2%	0.8	5%	?	-11	-5%	5%
O=c1c2c(-c3cccs3)csc2ncn1-c1ccc(Br)cc1	?	-7%	-0.3	-16%	-6%	16	1%	2%
O=C(Cn1cc2c(n1)CCCCC2)NCCN1CCOCC1	-17%	-7%	1.3	?	1%	-3	-1%	3%

# Only EPAC1 antag, for some of the entries so far:
Structure	EPAC1 antag
CC(C)(C)C(=O)NC(=S)Nc1ccccc1C(=O)NC1CCCCC1	-10%
Cc1[nH]n(-c2ccccc2)c(=O)c1C=Nc1ccc(S(=O)(=O)N=C(N)N)cc1	?

# (listing goes on)
canonical_smiles	FUS suppressor	PLK1 PBD inh	IL-2 act	EPAC1 antag	Abeta yeast res	PI5P4K alpha inh	WRN inhibitor	EPAC1 ag
C=CCNC(=O)N[C@@H](CCSC)C(=O)OC	-18%	-8%	-0.8	-4%	15%	.	-3%	1%
CCC(=O)Nc1ccc2c(c1)ncn2C	-33%	-2%	-1.6	-4%	-4%	2	-2%	17%
COc1ccc(S(=O)(=O)N2CCN(Cc3ccc4c(c3)OCO4)CC2)cc1	6%	-7%	-2.2	?	5%	-5	4%	6%
COc1ccccc1NC(=O)N1CCN(c2ccnc3cc(Cl)ccc23)CC1	5%	-3%	-0.7	-20%	2%	1	-25%	12%
CC(=O)Nc1ccc(NC(=O)CC2CCCC2)cc1	-8%	4%	1.3	6%	-6%	-8	6%	-9%
Cc1ccc(NS(=O)(=O)c2c(C)[nH]c(C)c2C(=O)N2CCCC2)cc1Cl	6%	-4%	0.7	-17%	9%	-3	-1%	1%
COc1cccc(-c2c(-c3cc(OC)cc(OC)c3)n(C)c3ccc(-c4ccc5[nH]ccc5c4)cc23)c1	?	-6%	-2.9	?	-15%	15	11%	-12%
Nc1nc(SCc2ccccc2)c2ncn(Cc3ccccc3)c2n1	2%	-2%	-0.8	-10%	22%	6	-20%	12%
Cc1cc([N+](=O)[O-])ccc1P(=O)(O)c1ccc([N+](=O)[O-])cc1C	.	-13%	-4.7	-6%	0%	3	-2%[11.6 µM]	-3%
O=C(CSc1ncccn1)Nc1cccc2ccccc12	9%	-2%	0.7	10%	-11%	3	6%	-5%
CC1(C)C(C=C(Cl)Cl)C1C(=O)N(Cc1ccccc1Cl)C1CCS(=O)(=O)C1 (stereo unspecified)	.	1%	-0.7	-14%	-20%	-3	0%	-4%
CCn1c(SCc2nc3ccccc3[nH]2)nnc1-c1cnccn1	-8%	-3%	-1.0	-6%	-10%	.	-2%	10%
Cn1c(CCCCCN)nc2ccccc21	19%	-8%	1.4	-7%	6%	7	-4%	-1%
CCc1cc2c(=O)n(Cc3ccco3)c(SCC(=O)N3CCCc4ccccc43)nc2s1	?	-16%	-2.4	5%	4%	-25	-19%	6%
CC(=O)N1CCN(S(=O)(=O)c2cccc(C(=O)Nc3nccs3)c2)CC1	-12%	-15%	-0.3	-19%	-5%	-5	3%	3%
